Screens (PubChem BioAssay)
Wnt act: activators of Wnt/beta-catenin signaling; Wnt/beta-catenin reporter cell assay, activator, plate reader; activation, % at 9.35 µM; hit rate 1.2% among 300,000; AID 743398; in the data active = activation above about 30%, passing the limit was not always enough; inconclusive = no clear call, values can overlap the other calls;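 note: 0% = neutral control wells and 100% = positive control wells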
Active calls of the source: *; ? = inconclusive.

smiles | Wnt act
COC(=O)[C@]12CCCCC=C1N(CCc1ccc(OC)c(OC)c1)C(=O)[C@H](CC(=O)N1CCN(C(=O)c3ccco3)CC1)C2 | 0
COc1ccc(NC(=O)c2sc(=O)n(Cc3ccc(F)c(Cl)c3)c2C)cc1OC | -4
CN1CCN(c2ccc(-c3cc(NC=O)c4ncc(-c5ccc(F)cc5)n4c3)cc2)CC1 | -3
O=C(N[C@H]1CC[C@@H](CCNS(=O)(=O)c2ccccc2Cl)O[C@@H]1CO)c1ccccc1 | -1
CC(=O)OC[C@@H]1CN(Cc2ccccc2)C[C@H](n2cnc3c(N4CCCC4)ncnc32)O1 | -3
O=C(/C=C/[C@H]1O[C@@H](n2ccc(=O)[nH]c2=O)[C@H](O)[C@@H]1O)NC1CCN(Cc2ccccc2)C1 (some centres not stated) | -2
CCOC(=O)[C@]12CCCC=C1N(Cc1ccco1)C(=O)[C@H](CC(=O)NCCCCc1ccccc1)C2 | 0
Cc1ccc(F)c(S(=O)(=O)NC(=O)C2(C)CCN2C(=O)CCc2ccccc2)c1 (configuration not stated) | -3
CCCCC(=O)N(C)c1c(CC)nc2c(OCC(=O)N3CCOCC3)cccn12 | 0
O=C1NC(Cc2ccc(O)cc2)c2nc3ccc(Cl)cc3c(=O)n2-c2ccc(Cl)cc21 (configuration not stated) | -5
COC(=O)[C@@]1(Sc2ccc(C)cc2)CC(=O)N[C@@H]1c1ccco1 | -1
CCCCNC(=O)OC1CC2CC1[C@H]1CCCCN1C2=O (some centres not stated) | 0
Cc1ccc(S(=O)(=O)N2CCC(=O)N([C@H](COC(=O)Nc3ccccc3)Cc3ccccc3)CC2)cc1 | 3
Cc1cc(F)ccc1-c1cc(C(=O)N2CCN(c3ccncc3)CC2)[nH]n1 | -4
COC(=O)[C@H](CC(C)C)NC(=O)CC[C@H]1O[C@@H](n2ccc(=O)[nH]c2=O)[C@H](O)[C@@H]1O | -1
OC(c1ccc(F)cc1)c1nc(-c2ccncc2)cs1 (configuration not stated) | -1
COc1ccc(-c2c(Sc3ccccc3)c3cc(-c4ccc(OC)c(F)c4)ccc3n2C)cc1 | 1
O=C(NCc1ccccc1)c1cc(C2COCCN2C(=O)c2ccc(Cl)cc2)on1 (configuration not stated) | -2
Cc1c(C(=O)NCc2cccs2)sc(=O)n1Cc1ccc(S(=O)(=O)N(C)C)cc1 | -3
COC(=O)[C@]12CCCCC=C1N(Cc1cccc3ccccc13)C(=O)[C@H](CC(=O)NCc1cccs1)C2 | -3
COc1cccc(NC(=O)CN(C)C(=O)c2cc3c(s2)CCC3)c1 | -2
CC(C)C[C@H]1CN([C@@H](Cc2ccccc2)CN2CCC[C@@H]2CN2C(=O)C(=O)NC[C@@H]2Cc2ccccc2)C(=O)C(=O)N1CC1CCCCC1 | -13
COc1ccc(C(C(=O)NC(C)(C)C)n2c(=O)c(-c3ccco3)nc3ccccc32)cc1 (configuration not stated) | 19
CCCS(=O)(=O)NC(=O)C1(C)CCN(C(=O)c2cc(C(C)(C)C)nn2C)C1 (configuration not stated) | 1
C/C(=N\Nc1nc(C(=O)O)cs1)c1ccccc1 | -1
Cn1c(=O)c2cc(NC(=O)NCc3ccccc3)ccc2n1Cc1ccc(Cl)cc1 | -1
NC(Cc1ccc(F)cc1)c1csc(Nc2cc(NCc3ccco3)ncn2)n1 (configuration not stated) | 4
CC1(c2nc3ccccc3[nH]2)CCC(=O)N1C1CC1 (configuration not stated) | -1
CC(C)NC(=O)C1(C)CSCC(=O)N1CCCn1ccnc1 (configuration not stated) | -2
CCn1cc(C(=O)NCCc2ccc(C)cc2)c(=O)c2cc(S(=O)(=O)N(C)C)ccc21 | 1
C#CCn1c2ccccc2c(=O)n1CCOc1ccccc1OC | 2
COc1ccc2c(CN3CCOCC3)cc(=O)oc2c1 | -4
C=CCNc1ccc(N2C(=O)C3CCC(C)CC3C2=O)cc1[N+](=O)[O-] (configuration not stated) | -2
CCOC(=O)[C@@H]1CSCCS(=O)(=O)N1C(=O)[C@H](C)NC(=O)OC(C)(C)C | -2
c1ccc(Cc2cnc(N3CCN(Cc4csc5ccccc45)CC3)nc2)cc1 | -1
COC(=O)[C@]12C[C@H](CC(=O)NCc3ccc(OC)c(OC)c3)C(=O)N(Cc3ccccc3)C1=C[C@H](C(C)(C)C)O[C@@H]2C | -5
CCC(c1nc2ccccc2[nH]1)n1c(=O)c(-c2cccnc2)nc2ccccc21 (configuration not stated) | -2
CCOC(=O)C1=C[C@@H](C(C)C)N(S(=O)(=O)c2ccc([N+](=O)[O-])cc2)[C@H]1c1ccccc1 | -2
CCc1nc2ccc(C(=O)Nc3cc(-c4ccccc4)ccc3OC)cn2c1N(C)CCC(C)C | -2
Cc1ccnc(NS(=O)(=O)c2ccc(C(C)(C)C)cc2)c1 | -2
Clc1ccc2nc(-c3cccc(Br)c3)c(Cc3ccsc3)n2c1 | 2
COc1ccc(NC(=O)C2(C)CCN2C)cc1OC (configuration not stated) | -3
CCCCOc1ccc(C(=O)NC2CCCCN(CCC)C2=O)cc1 (configuration not stated) | 0
COC(=O)[C@@]1(Cc2ccc(OC)cc2)[C@H]2c3cc(C(=O)N(C)C)n(C[C@H](O)CO)c3C[C@H]2CN1C(=O)c1ccccc1 | -6
CCCCc1c(-c2ccc(OC)c(OC)c2)ncn1CCc1ccccc1OC | -7
Cc1ccc(S(=O)(=O)N2C[C@H]3C(=O)C[C@@H](c4ccccc4F)N(S(=O)(=O)c4ccc(C)cc4)[C@H]3C[C@H]2c2ccccc2)cc1 | -5
COC(=O)[C@@]12C[C@@H](CC(=O)NCCCN3CCCC3=O)C(=O)N(CCc3ccc(OC)c(OC)c3)C1=CCC(C)(C)C2 | -4
CC(=O)Nc1ccc(CNc2nc(NCCN(C)C)nc3cc(-c4ccccc4)sc23)cc1 | -3
CC(=O)Nc1ccc(CNc2nc(NC(C)C)nc3cc(-c4ccccc4)sc23)cc1 | -3
CCOC(=O)C1=C(C(=O)OCC)C2N(Cc3ccc(Br)cc3)c3ccccc3[C@@]23C[C@@H](C(=O)OC)N(S(=O)(=O)c2ccc(OC)cc2)C3=N1 (some centres not stated) | -5
Cc1ccc(S(=O)(=O)NC(=O)C2(C)CCN2C(=O)c2cccc(F)c2)nc1 (configuration not stated) | -1
COc1cc(-c2cnc3c(NC=O)cc(-c4cccc(NC(C)=O)c4)cn23)cc(OC)c1OC | 10
CCCCC#Cc1ccccc1COC[B-](F)(F)F | -12
COC(=O)[C@@]1(C(C)C)N=C(c2cc(OC)c(OC)c(OC)c2)[C@]2(O1)C(=O)N(C)c1ccc(Br)cc12 | 1
CC(C)S(=O)(=O)N1CCCC(c2cc(C(=O)NCc3cccnc3)no2)C1 (configuration not stated) | 1
COC(=O)C1=C(C)N(Cc2ccc(C(F)(F)F)cc2)C(=NCc2ccccc2)NC1c1cccc(F)c1 (configuration not stated) | -28

Additional entries:
smiles | Wnt act
C[C@@H]1COc2cc(N3CCCCC3)ccc2S(=O)(=O)N1 | 7
CC12CCC(=O)C=C1CCC1C2C(O)CC2(C)C1CCC2(O)C(O)CO (configuration not stated) | 4
O=C(NNC(=O)c1ccccc1C(=O)O)c1ccc(-c2ccccc2)cc1 | -5
COc1ccc(Cc2c(-c3ccc(OC)c(OC)c3)nc3cc(C)c(Br)c(C)n23)c(C)c1 | -1
O=C(Nc1ccccc1Cl)c1cc(C2CCCCN2S(=O)(=O)c2ccc(F)cc2F)on1 (configuration not stated) | -1
O=C(Nc1cccc(C(F)(F)F)c1)c1csc(COCCO)n1 | 4
CCCCC(c1nc2ccccc2[nH]1)N(C(=O)c1ccccc1)c1ccccc1[N+](=O)[O-] (configuration not stated) | -2
CC1(C(=O)NS(=O)(=O)c2cccc(F)c2)CCN1C(=O)c1ccccc1 (configuration not stated) | 2
CC(=O)N1CCCC(C)(C(=O)N(C)Cc2cccc3ccccc23)C1 (configuration not stated) | 4
CN(C)c1ncnc2c1ncn2[C@H]1CN(Cc2ccc(F)cc2)C[C@@H](CO)O1 | -3
CCCNC(=O)C1(C)CCCN(Cc2cccn2C)C1 (configuration not stated) | 0
COCCN1C(=O)COc2ccccc2C1C(=O)NC1CCCC1 (configuration not stated) | -3
CCC(c1nnnn1-c1ccc2c(c1)OCCO2)N1CCN(CCN2CCOCC2)CC1 (configuration not stated) | -3
FC(F)(F)c1ccc(C2[C@H]3CN(Cc4ccc(-c5ccccc5)cc4)[C@H](c4ccccc4)C34CC2(c2cccnc2)C4)cc1 (some centres not stated) | -6
C[C@@H]1CN(c2ccc(N3CCNC[C@H]3C)cc2C#N)C[C@H](C)O1 | -5
CCOc1ccc(C(C)=O)cc1Cc1c(O)nc(N)[nH]c1=O | -5
O=C(NC(c1ccccc1)c1cnccn1)C1CCN(CCCOc2ccccc2)CC1 (configuration not stated) | -4
CC(=O)C1=C(C)N(Cc2ccc(F)cc2)C(=S)NC1c1ccc(Cl)cc1 (configuration not stated) | -6
Nc1ccc(F)c(CN2CCN(c3ncc(Cc4ccccc4)cn3)CC2)c1 | 0
O=C([C@H]1O[C@@H](n2ccc(=O)[nH]c2=O)[C@H](O)[C@@H]1O)N1CCSC1 | -4
N#Cc1cc([N+](=O)[O-])ccc1NC(=O)COC(=O)CCC1CCCCC1 | -1
Cc1cc(F)ccc1-c1cc(C(=O)NCc2ccccc2)[nH]n1 | -6
O=C(NCc1ccccc1)C1c2ccccc2OCC(=O)N1Cc1cccnc1 (configuration not stated) | 2
COC(=O)[C@]12C[C@H](CC(=O)N3CCC(c4ccccc4)CC3)C(=O)N(Cc3ccc4c(c3)OCO4)C1=C[C@H](COCc1ccccc1)O[C@@H]2C | -7

As entered above.
O=C(NCc1ccccc1)c1cc(C2COCCN2C(=O)c2ccc(Cl)cc2)on1 (configuration not stated) @ Wnt act = -2
COc1ccc2c(CN3CCOCC3)cc(=O)oc2c1 @ Wnt act = -4
c1ccc(Cc2cnc(N3CCN(Cc4csc5ccccc45)CC3)nc2)cc1 @ Wnt act = -1
CC(=O)Nc1ccc(CNc2nc(NC(C)C)nc3cc(-c4ccccc4)sc23)cc1 @ Wnt act = -3
C[C@@H]1CN(c2ccc(N3CCNC[C@H]3C)cc2C#N)C[C@H](C)O1 @ Wnt act = -5
C/C(=N\Nc1nc(C(=O)O)cs1)c1ccccc1 @ Wnt act = -1
CCC(c1nnnn1-c1ccc2c(c1)OCCO2)N1CCN(CCN2CCOCC2)CC1 (configuration not stated) @ Wnt act = -3

Next compounds:
smiles | Wnt act
CC1(Cc2ccc3c(c2)OCO3)C(=O)Nc2ccc(-c3cccc(C(F)(F)F)c3)cc21 (configuration not stated) | -1
O=c1cccc(-c2cccc3ccccc23)o1 | -1
O=Cc1cscc1[B-](F)(F)F | -4
COc1ccc(NC(=O)C2(C)Cc3c(-c4ccc5c(c4)OCO5)ccnc3O2)cc1 (configuration not stated) | -14
CCCC(C)C(=O)NC1CCCCN(C)C1=O (configuration not stated) | -1
C=CCn1c(-c2ccccn2)n[nH]c1=S | -1
CNc1cccc(-c2ccc(C(C)=O)s2)n1 | -2
Nc1ccn(C2C=CC(CO)O2)c(=O)n1 (configuration not stated) | 0
CC(C)(C)OC(=O)N[C@@H]1C=CC(=O)C1 | 1
CC(C)Oc1cc(F)ccc1-c1cc(C(=O)NCc2cccnc2)[nH]n1 | -3
CC(C)C[C@H]1CNC(=S)N1C[C@H]1CCCN1C[C@H](Cc1ccccc1)N1C[C@H](Cc2ccc(O)cc2)N(CCc2ccccc2)C1=S | -8
CC(C)CC(N)c1csc(Nc2ccc(S(C)(=O)=O)cc2)n1 (configuration not stated) | 0
CC(C)(O)C#Cc1cccc(-c2nc(C(=O)NCCCN3CCOCC3)cc3c2[C@H](CCO)N(S(=O)C(C)(C)C)C3)c1 (some centres not stated) | -3
COc1cc2c(cc1OCc1ccccc1)/C(=C/C(=O)OCc1ccccc1)OC2 | -1
O=C(/C=C(\Nc1ccc(F)cc1)c1ccccc1)c1ccccc1 | ?
O=C(CC[C@H]1O[C@@H](n2ccc(=O)[nH]c2=O)[C@H](O)[C@@H]1O)NCC1CCCO1 (some centres not stated) | 0
Cc1cc(O)cc(=O)n1-c1cc(F)c(F)c(F)c1 | 1
CC1(C(=O)NS(=O)(=O)c2cccs2)CCN1C(=O)c1cccc(F)c1 (configuration not stated) | 2
CN(C(=O)[C@H]1O[C@@H](n2cnc(C(N)=O)n2)[C@H](O)[C@@H]1O)c1ccccc1 | -1
CC1(c2nnnn2Cc2ccccc2)CCC(=O)N1c1ccc(N2CCOCC2)cc1 (configuration not stated) | -4
COc1cccc(S(=O)(=O)Nc2ccc3c(c2)[C@@H]2C[C@@H](CC(=O)NCc4ccc(Cl)cc4)O[C@@H](CO)[C@@H]2O3)c1 | -1
CCCCc1c(-c2ccc(Br)cc2)ncn1CCc1ccccc1OC | -12
COc1cccc(CNC(=S)Nc2ccc3c(c2)c(=O)n(C)n3C)c1 | -2
CCCCc1c(-c2ccccc2OC)ncn1Cc1cccc(F)c1 | -3
CCOC(=O)N1CCN(C(=S)NC(=O)c2ccc(F)cc2)CC1 | -1
COc1ccc(OCCNC(=O)C2(C)CCN2Cc2ccc3ccccc3c2)cc1 (configuration not stated) | -1
Oc1ccc(C[C@H]2CNC(=S)N2C[C@H]2CCCN2C[C@H](Cc2ccccc2)N2C[C@H](Cc3ccccc3)N(CC3CCCCC3)C2=S)cc1 | -4
NC(=S)Nc1nc2ccccc2[nH]c1=O | 4
CCCN(C)C1CN(Cc2cn(Cc3ccc(C)cc3)nn2)S(=O)(=O)C1 (configuration not stated) | -1
COc1ccc(-c2nc3ccc(C)cn3c2Cc2cccc(F)c2)cc1OC | 1
Nc1[nH]c(C(=O)c2ccccc2)c(-c2ccc(Br)cc2)c1C(=O)NCCc1c[nH]c2ccccc12 | -2

Three entries already listed, sorted by heavy-atom count, largest number first.
smiles | Wnt act
COc1ccc(-c2nc3ccc(C)cn3c2Cc2cccc(F)c2)cc1OC | 1
CCCN(C)C1CN(Cc2cn(Cc3ccc(C)cc3)nn2)S(=O)(=O)C1 (configuration not stated) | -1
CCOC(=O)N1CCN(C(=S)NC(=O)c2ccc(F)cc2)CC1 | -1

An excerpt, so the mix of outcomes need not match the whole.
